# BRCA1 expr up – BRCA1 expression activation; Potency, µM (highest dose often 46.1 µM), without a hit: at the top dose activation, usual class: activators; actives 1.1% (n = 380,000); AID 624202; MCF7-BRCA1-FFLuc reporter, luminescence, 48 h; response scale: scaled: vehicle 0%, 10 µM genistein 100%; active = well fitted activation curve with a large enough effect; also: nearly all actives have a fitted effect of over 80% in size; some results filed as inactive show a strong effect at the top dose
#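 Compounds are tested at multiple concentrations on MCF7 BRCA1-luciferase reporter cells seeded at 2000 per well; after 48 h, a single luminescence end-point is taken and curves fitted to the normalized data.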
# Starred values were filed as active, the others as inactive. Potency is read from the fitted curve at half-maximal effect. Only part of the results is shown; count on the stated rates, not on these rows.
no.	Compound	BRCA1 expr up
1	O=C(c1cccs1)N1C[C@H](O)[C@@H](n2cc(C3CC3)nn2)C[C@@H]1c1ccccc1	-12.7%
2	Cc1ccc(-c2nnn(CC(=O)N(CC(=O)NC3CCCCC3)c3cnc4ccccc4c3)n2)o1	0.8%
3	Cc1ccc(S(=O)(=O)N(CCCc2c(C)nc(N)[nH]c2=O)Cc2ccc([N+](=O)[O-])cc2)cc1	-5.7%
4	CC(=O)NC(c1cccc(F)c1)c1nc(-c2cccc(C(F)(F)F)c2)cs1 (stereo not drawn)	-34.0%
5	COc1ccc(CN2C(=O)C(CC(=O)NC(c3ccccc3)c3ccccc3)CC(C(=O)N(C(C)C)C(C)C)=C2C)cc1 (stereo not drawn)	-48.9%
6	COc1cc(C(O)c2nc(-c3cccc(C(=O)O)c3)cs2)ccc1F (stereo not drawn)	3.1%
7	CC(C)C(=O)N1CCCC1(C)C(=O)Nc1ccc2c(c1)OCO2 (stereo not drawn)	2.8%
8	CCNC(=O)C1(C)CCN(Cc2noc(-c3c(C)noc3C)n2)C1 (stereo not drawn)	-2.1%
9	CCC(=O)N(C)C[C@@H]1Oc2ncc(Br)cc2C(=O)N([C@@H](C)CO)C[C@H]1C	21.4%
10	O/N=C(/C[n+]1csc2ccccc21)c1ccccc1	0.9%
11	CCC/C=C/c1ccc(CN2C(CC(C)C)C(=O)N(Cc3cn(CCOCOC)nn3)CCS2(=O)=O)cc1 (stereo not drawn)	-3.0%
12	O=C(COC(=O)c1cccc(F)c1)Nc1cccc(S(=O)(=O)N2CCOCC2)c1	6.6%
13	Cc1ccc([C@@H]2CC(=O)[C@@H]3CN(S(=O)(=O)c4ccc(C)cc4)[C@H](c4ccccc4)C[C@@H]3N2S(=O)(=O)c2ccc(C)cc2)cc1	14.6%
14	CC1(C(=O)NS(=O)(=O)Cc2ccccc2)CCN1C(=O)c1ccc(C2CCCCC2)cc1 (stereo not drawn)	0.5%
15	CCOC(=O)[C@]12CCCC=C1N(Cc1ccc(Cl)cc1Cl)C(=O)[C@H](CC(=O)NCc1cccc3ccccc13)C2	-41.5%
16	CN1C(=O)[C@H]2[C@@H](c3ccc(C(F)(F)F)cc3)N[C@]3(CCCN(Cc4ccco4)C3=O)[C@H]2C1=O	7.1%
17	C=Cc1ccc(Cn2c(C)c(C(=O)NCc3ccc(C#N)cc3)sc2=O)cc1	-17.2%
18	C[C@H](NC(=O)c1ncn2c1C(=O)N[C@@H](C)C2)C(=O)OC(C)(C)C	8.5%
19	Cc1ccc(F)c(S(=O)(=O)NC(=O)C2(C)CCN2C(=O)Cc2ccc(Cl)cc2Cl)c1 (stereo not drawn)	-1.5%
20	COCCNc1ncnc2c1ncn2[C@H]1CN(Cc2cc(OC)c(OC)c(OC)c2)C[C@@H](CO)O1	1.2%
21	O=CC(=O)c1ccc(F)cc1	0.0%
22	CC1(C)CN(c2ccc(Br)cc2)C(=O)[C@H]1CC(=O)Nc1ccccc1	-40.0%
23	CC1(C)NC(=O)N(CCC(=O)Nc2ccc(C(C)(C)C)cc2)C1=O	6.9%
24	COc1cccc(OC2(C)CCN(Cc3cccn3-c3nccs3)C2)c1 (stereo not drawn)	5.2%
25	CC1(C(=O)NS(=O)(=O)Cc2ccccc2)CCN1C(=O)C1(c2ccc(Cl)cc2)CC1 (stereo not drawn)	10.4%
26	CCCN(C)CCCOc1cc2nc(N3CCCN(C)CC3)nc(NC3CCN(C)CC3)c2cc1OC	-49.9%
27	COc1cc2cc(C(=O)NC(C)c3cccc4ccccc34)c(N)nc2cc1OC (stereo not drawn)	-44.9%
28	CCCNC(=O)C1(C)CCCN(Cc2noc(-c3c(C)noc3C)n2)C1 (stereo not drawn)	0.0%
29	COc1ccc(NC(=O)Cn2nnc(-c3ccccc3)c2COc2ccc3ccccc3c2)cn1	-47.4%
30	CC(=O)C1=CCC(c2ccc(Cl)cc2)N(S(=O)(=O)c2ccccc2)C1 (stereo not drawn)	-30.0%
31	CN(Cc1ccccc1C(F)(F)F)C(=O)C1CCC(=O)N(CC2CCCCC2)C1 (stereo not drawn)	-10.6%
32	O=C1NC[C@H](CCCCN2CCN(CCc3ccc(O)cc3)C(=O)C2=O)N(CCc2ccc(O)cc2)C1=O	-0.9%

# Next section, overlapping the part above by two compounds.
no.	Compound	BRCA1 expr up
31	CN(Cc1ccccc1C(F)(F)F)C(=O)C1CCC(=O)N(CC2CCCCC2)C1 (stereo not drawn)	-10.6%
32	O=C1NC[C@H](CCCCN2CCN(CCc3ccc(O)cc3)C(=O)C2=O)N(CCc2ccc(O)cc2)C1=O	-0.9%
33	CCCCC(c1nc2ccccc2[nH]1)n1c(-c2ccccc2)nc2ccccc21 (stereo not drawn)	9.1%
34	C[C@@H]1CCCCO[C@H](CN(C)C(=O)Nc2ccc3c(c2)OCO3)[C@H](C)CN([C@@H](C)CO)C(=O)c2cc(NS(=O)(=O)c3ccc(Cl)cc3)ccc2O1	-36.4%
35	CC(C)NC(=O)Nc1ccc2c(c1)C(=O)N([C@H](C)CO)C[C@H](C)[C@@H](CN(C)Cc1ccc(C(F)(F)F)cc1)OCCCC[C@@H](C)O2	-61.4%
36	Cc1ccccc1NC(=O)C(C)OC(=O)CCC(=O)c1ccccc1 (stereo not drawn)	15.3%
37	CC1=C(C(=O)N2CCCCCC2)CC(CC(=O)NC2CCCC2)C(=O)N1CCC1=CCCCC1 (stereo not drawn)	-4.9%
38	COc1ncnc2c1ncn2CCCN1CCN(C(=O)C2CC2)CC1	0.2%
39	COc1cc(Cl)c(C)cc1NC(=O)CN1CCN(C(=O)c2cccs2)CC1	-11.7%
40	O=C(C[n+]1csc2ccccc21)c1ccc(O)c(O)c1	10.6%
41	Cc1ccc(P(=O)(c2ccc(C)cc2)[C@@H](NC(c2ccccc2)c2ccccc2)c2ccccc2)cc1	-35.6%
42	Nc1ccn([C@@H]2O[C@H](CNC(=O)[C@@H](N)CSCc3ccccc3)[C@@H](O)[C@H]2O)c(=O)n1	0.0%
43	COc1cccc(NC(=O)C2(C)CCN2C(=O)Cc2ccc(-c3ccccc3)cc2)c1 (stereo not drawn)	-17.4%
44	CCOC(=O)[C@]12CCCC=C1N(Cc1ccc(Cl)cc1Cl)C(=O)[C@H](CC(=O)N1CCN(C(=O)C3CC3)CC1)C2	-0.1%
45	O=C(C[n+]1cccc(Br)c1)c1cccc([N+](=O)[O-])c1	2.0%
46	CCCCC(=O)N(C)c1c(CC)nc2c(OCc3ccc(S(C)(=O)=O)cc3)cccn12	-1.4%
47	CCOC(=O)C1(C)CCCN(C(=O)c2ccccc2)C1 (stereo not drawn)	10.5%
48	O=C(CNC(=O)C1CCCCC1)OCC(=O)c1ccc2c(c1)CCC2	5.1%
49	CC(C)(C)CNC(=O)C1(C)CCN1C(=O)Cc1ccc(-c2ccccc2)cc1 (stereo not drawn)	-38.2%
50	Cc1ccc(C)c(NC(=O)COC(=O)c2cccc(S(=O)(=O)N3CCCC3)c2)c1	5.7%
51	COc1ccc(OC)c(C(O)c2ncc(-c3ccccc3Cl)[nH]2)c1 (stereo not drawn)	-8.6%
52	COCCNC(=O)C1(C)CCCN(Cc2ccccc2N(C)C)C1 (stereo not drawn)	-2.2%
53	C[C@@H]1CN([C@@H](C)CO)C(=O)CCCn2nncc2CO[C@H]1CN(C)S(=O)(=O)c1ccccc1	4.8%
54	CCCC(=O)N1CCC1(C)C(=O)NS(=O)(=O)c1ccc(C(C)(C)C)cc1 (stereo not drawn)	0.8%
55	COC(=O)c1ccc2nc(-c3ccco3)c(Cc3ccc(C)cc3)n2c1	-7.9%
56	Cc1ccc2c(c1)C(=O)N1c3cc(C)c(C)cc3NC(=O)C1C(=O)N2 (stereo not drawn)	21.6%
57	CC(=O)NC(c1ccc(F)c(F)c1)c1nc(-c2ccccc2C)cs1 (stereo not drawn)	-7.9%
58	O=C(CNc1cc(S(=O)(=O)N2CCOCC2)ccc1N1CCCC1)Nc1ccc(Cl)cc1F	-17.0%
59	CN(Cc1c(F)cccc1Cl)C(=O)COC(=O)Cn1cnc2ccccc2c1=O	6.2%
60	O=C(Nc1ccc(F)c(F)c1)c1cnn2c1NC(=C1CC1)C=C2C(F)(F)F	1.4%
61	C[C@@H]1CN([C@@H](C)CO)C(=O)CCCn2nncc2CO[C@@H]1CN(C)S(=O)(=O)c1ccccc1C#N	-8.3%
62	COc1ccc(Cc2nc3ccc(C(=O)NCc4cccc(C)n4)cc3o2)cc1OC	14.3%
63	CCOC(=O)C1=CCN(S(=O)(=O)c2ccccc2F)C1c1cccc(Br)c1 (stereo not drawn)	-38.4%
64	Cc1ccc(CNS(=O)(=O)c2ccc(Cl)s2)cc1	26.1%
65	C[C@H](CO)N1C[C@H](C)[C@@H](CN(C)Cc2ccc(-c3ccccc3)cc2)Oc2ncc(C#C[C@@H](C)O)cc2C1=O	-3.9%
66	COc1c(C)cc(C(O)c2ncc(-c3ccccc3F)[nH]2)cc1C (stereo not drawn)	-1.4%
67	CCCCn1nnnc1C1(C)CCC(=O)N1Cc1cccc(F)c1 (stereo not drawn)	12.9%
68	O=C1NC[C@H](Cc2ccc(O)cc2)N(C[C@@H]2CCCN2C[C@H](Cc2ccccc2)N2C[C@H](Cc3ccc(O)cc3)N(CCc3ccccc3)C(=O)C2=O)C1=O	-2.6%
69	CCCCC1Cc2[nH]c(=S)[nH]c(=O)c2C(c2ccc(C(C)C)cc2)O1 (stereo not drawn)	-3.1%
70	COc1ccc(-c2cc3c(c4c2ccn4C)C2CCC3C2)cc1OC (stereo not drawn)	-22.1%
71	OC(c1ccccc1)(c1ccccc1)C1CCN(CCCOc2ccccc2Cl)CC1	-51.9%
72	CC1(C(=O)O)CCCN1C(=O)c1ccco1 (stereo not drawn)	-4.6%
73	O=C(Nc1ccc(Cl)cc1)c1ccc2sc([C@@H]3O[C@H](CO)[C@H](O)[C@H](O)[C@H]3O)nc2c1	-2.7%
74	CC(C)(C)c1ccc(S(=O)(=O)NC(=O)C2(C)CCN2C(=O)Cc2ccc(Cl)cc2Cl)cc1 (stereo not drawn)	-5.4%
75	CC(C)(C)S(=O)N1Cc2cc(C(=O)O)nc(-c3cccc(-c4cc5ccccc5o4)c3)c2[C@H]1CCO (stereo partly drawn)	16.1%
76	COc1cc(-c2coc3c(C(=O)NCc4ccc(C(F)(F)F)cc4)cccc23)ccc1O	-2.1%
77	COc1cc(OC)c(/C=C/c2cc3c4ccccc4ccc3[n+](C)c2)c(OC)c1	57.1%
78	COCc1cccc(-c2csc(C(C)(NC(C)=O)c3ccc(OC)cc3)n2)c1 (stereo not drawn)	0.0%
79	O=C(CC[C@H]1O[C@@H](n2ccc(=O)[nH]c2=O)[C@H](O)[C@@H]1O)NCc1cccc2ccccc12	6.6%
80	Cc1ccccc1NC(=O)Nc1nc(CN)cs1	0.0%
81	O=[N+]([O-])c1ccc2c([N+](=O)[O-])ccc3c2c1CC3	-18.3%
82	c1cn2cc(-c3ccc(CN4CCOCC4)cc3)ccc2n1	9.7%
83	C[C@@H]1CN([C@H](C)CO)C(=O)CCCn2nncc2CO[C@@H]1CN(C)C(=O)c1ccncc1	1.3%
84	COCCNC(=O)C1(C)CCCN(C(=O)c2ccccc2OC(F)(F)F)C1 (stereo not drawn)	6.0%
85	COc1ccc(CCCNC(=O)C2(C)Cc3c(-c4ccc(C(N)=O)cc4)ccnc3O2)cc1 (stereo not drawn)	-13.0%
86	CCc1nc2c(OCC3COc4ccccc4O3)cccn2c1N(C)C(=O)c1cccs1 (stereo not drawn)	0.0%
87	COC(=O)c1ccc2nc(C3CCCCC3)c(Cc3cccc(F)c3)n2c1	10.7%
88	CN(C)CCNc1nccc(N2CCN(C)CC2)n1	-4.2%

# Part of the list above, with each value named.
81) O=[N+]([O-])c1ccc2c([N+](=O)[O-])ccc3c2c1CC3
  BRCA1 expr up = -18.3%
82) c1cn2cc(-c3ccc(CN4CCOCC4)cc3)ccc2n1
  BRCA1 expr up = 9.7%
83) C[C@@H]1CN([C@H](C)CO)C(=O)CCCn2nncc2CO[C@@H]1CN(C)C(=O)c1ccncc1
  BRCA1 expr up = 1.3%
84) COCCNC(=O)C1(C)CCCN(C(=O)c2ccccc2OC(F)(F)F)C1 (stereo not drawn)
  BRCA1 expr up = 6.0%

# Other structures follow.
no.	Compound	BRCA1 expr up
89	OC(Cc1ccccc1Br)c1ncc(-c2cccc(C(F)(F)F)c2)[nH]1 (stereo not drawn)	-54.1%
90	Cc1cccc(Nc2cc(=O)n(C)c(=O)n2C)c1	-18.5%
91	CC(=O)Nc1ccc(-c2ccnc3c2CC(C(=O)Nc2cccc(C(F)(F)F)c2)O3)cc1 (stereo not drawn)	-34.0%
92	C=C1C(=O)OCC2C(C(=O)O)=CC3C(C)C(C)=CC123 (stereo not drawn)	-48.9%
93	COc1ccc(NC(=O)c2cc(C3CCCCN3S(=O)(=O)Cc3ccccc3)on2)cn1 (stereo not drawn)	86.6%
94	COc1cccc(C(NC(C)=O)c2nc(-c3cccc(O)c3)cs2)c1 (stereo not drawn)	-4.6%
95	Oc1ccc(-c2cnc3c(Nc4cccc(OC(F)(F)C(F)F)c4)nccn23)cc1	19.1%
96	CCC(=O)N1CCCC1(C)C(=O)Nc1ccc(OC(F)F)cc1 (stereo not drawn)	1.3%
97	COc1ccc(NC(=O)C2Cc3c(-c4ccccc4Oc4ccccc4)ccnc3O2)cc1OC (stereo not drawn)	-42.0%
98	CCc1nc2ccc(C(=O)NCCC(C)C)cn2c1N(C)Cc1ccc(OC)cc1	-24.1%
99	CC1CN(S(=O)(=O)c2cccc(C(=O)N(C)C3CCCCC3)c2)CC(C)O1 (stereo not drawn)	-1.4%
100	CC(=O)c1ccc(S(=O)(=O)N2CCN(c3nc(-c4cccs4)nc4ccccc34)CC2)cc1	2.5%
101	C=CCNc1ncnc2c1ncn2[C@H]1CN(Cc2cccc3ccccc23)C[C@@H](CO)O1	0.0%
102	C[C@@H](c1ccccc1)N1C[C@@H](COCc2ccccc2)Oc2cc(N3CC[C@@H](O)C3)ccc2S1(=O)=O	-54.8%
